Screens deposited in PubChem by National Center for Advancing Translational Sciences (NCATS).
RXFP1 antag – RXFP1 (human) relaxin receptor antagonism | activity change, negative = inhibition, % at 57.5 µM | HEK293-RXFP1, relaxin-stimulated cAMP HTRF, 30 min; stronger effect = lower value | Q9HBX9 | hit rate 0.59% among 350,000 | AID 1259400;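 active = activity change of -60% or lower, but not beyond a set lower limit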
Target sequence (Q9HBX9 whole entry, looked up): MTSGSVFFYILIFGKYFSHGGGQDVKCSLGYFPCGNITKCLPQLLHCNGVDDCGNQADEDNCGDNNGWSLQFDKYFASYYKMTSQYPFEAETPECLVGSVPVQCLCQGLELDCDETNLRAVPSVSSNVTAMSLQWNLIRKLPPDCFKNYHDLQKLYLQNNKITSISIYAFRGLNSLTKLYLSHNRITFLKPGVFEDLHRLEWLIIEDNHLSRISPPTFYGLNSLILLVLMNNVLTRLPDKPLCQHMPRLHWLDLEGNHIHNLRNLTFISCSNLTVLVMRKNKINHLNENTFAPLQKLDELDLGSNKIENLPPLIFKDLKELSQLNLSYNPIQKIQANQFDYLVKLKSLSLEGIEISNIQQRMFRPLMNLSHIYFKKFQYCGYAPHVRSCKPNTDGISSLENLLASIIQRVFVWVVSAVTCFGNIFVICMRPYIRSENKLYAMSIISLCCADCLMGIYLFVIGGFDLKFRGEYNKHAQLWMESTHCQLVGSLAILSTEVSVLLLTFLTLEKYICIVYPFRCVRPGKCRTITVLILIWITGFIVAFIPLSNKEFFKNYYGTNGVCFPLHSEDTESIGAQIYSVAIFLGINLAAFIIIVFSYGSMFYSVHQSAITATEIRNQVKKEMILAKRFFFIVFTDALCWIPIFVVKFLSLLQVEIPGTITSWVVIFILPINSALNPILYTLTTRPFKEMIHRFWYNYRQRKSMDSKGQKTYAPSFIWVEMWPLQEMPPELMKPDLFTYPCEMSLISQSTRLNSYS
* marks the source's active call; other numbers are inactive results. % is scaled to controls: 0 for no effect and ±100 for the full control effect. Not all compounds are listed. The share of hits here may be higher or lower than overall.

RXFP1 antag	smiles
2.7	Cc1ccccc1NC(=O)CNC(=O)N1CC(=O)Nc2ccccc21
-23.0	O=C(Nc1ccccc1F)C(c1ccccc1)c1ccccc1
-3.1	O=C1OCC/C1=C1/NCCNC1=O
0.9	Cc1nc(NC(=O)COC(=O)C2CC2C)c(Cl)cc1Cl (centres undefined)
-21.9	CCOC(=O)c1c(N)sc2c1CCN(Cc1ccccc1)C2
4.9	CN(C)c1nc(N)c2nccnc2n1
-9.4	Cc1ccc(NC(=O)C2CCCO2)c(Br)c1 (centres undefined)
9.2	CNC[C@@H]1OCc2ccccc2-c2ccccc2C(=O)N([C@H](C)CO)C[C@@H]1C
2.5	CC1CCN(C(=O)COC(=O)CCC(=O)c2ccc(F)cc2)CC1
-5.7	O=C(CCCc1ccccn1)c1ccc(-c2ccccc2)cc1

Already shown: seven of the compounds above.
RXFP1 antag	smiles
2.7	Cc1ccccc1NC(=O)CNC(=O)N1CC(=O)Nc2ccccc21
-23.0	O=C(Nc1ccccc1F)C(c1ccccc1)c1ccccc1
-3.1	O=C1OCC/C1=C1/NCCNC1=O
0.9	Cc1nc(NC(=O)COC(=O)C2CC2C)c(Cl)cc1Cl (centres undefined)
-21.9	CCOC(=O)c1c(N)sc2c1CCN(Cc1ccccc1)C2
4.9	CN(C)c1nc(N)c2nccnc2n1
-9.4	Cc1ccc(NC(=O)C2CCCO2)c(Br)c1 (centres undefined)

The listing continues:
RXFP1 antag	smiles
9.1	CC(S(=O)(=O)c1ccccc1)S(=O)(=O)c1ccccc1
-0.1	O=C(CSc1ncnc2sccc12)N1CCCCC1
-6.6	COc1cccc2c1C(=O)c1c(O)c3c(c(O)c1C2=O)CC(O)(C(C)=NNC(=O)c1ccc(Cl)c(Cl)c1)CC3OC1CC(N)C(O)C(C)O1 (centres undefined)
35.1	C=C[C@@]1(C)CC(=O)[C@]2(O)[C@@]3(C)[C@@H](O)CCC(C)(C)[C@@H]3[C@H](OC(C)=O)[C@H](O)[C@@]2(C)O1
-4.7	COc1ccc(CNC(=O)c2csc(Cc3ccc(OC)cc3)n2)cc1
9.5	C=CCn1c(SCC(=O)NC(=O)Cc2ccccc2)nnc1-c1ccccc1F
-0.1	NC(=O)NC(CC(=O)NNC(=O)c1cccs1)c1ccc(Cl)cc1 (centres undefined)
-5.2	Cc1ncc([N+](=O)[O-])n1CC(=O)Nc1ccccc1Cl
-18.4	N#Cc1cccc(NC(=O)CCN2C(=O)C3CCCCC3C2=O)c1 (centres undefined)
1.7	O[C@@H]1CN(Cc2cccs2)[C@@H](c2ccccc2)C[C@H]1n1cc(C2CC2)nn1
-2.0	CCC1(c2cnc[nH]2)Cc2ccccc2C1
-20.1	CC1(C)CCC(=O)c2ccccc21
-28.9	CS(=O)(=O)c1ccc(C(=O)OCC(=O)NC(=O)C2COc3ccccc3O2)cc1[N+](=O)[O-] (centres undefined)
-107.3*	CN(C)c1ccc(Cc2cc3c(O)ccc(O)c3cc(Cc3ccc(N(C)C)cc3)c2=O)cc1
-9.4	Cc1ccc(-c2ncc(Cl)cc2-c2ccc(S(C)(=O)=O)cc2)cn1
-15.0	Cc1cccc(N2CCN(S(=O)(=O)c3ccc(Cl)nc3)CC2C)c1 (centres undefined)
0.1	Clc1ccc(CNc2ncnc3[nH]ncc23)cc1Cl
10.1	COC1=C(Br)C(=O)c2nc(C)ccc2C1=O
-1.4	O=C(O)Cc1ccc(NC(=O)c2ccc3c(c2)C(=O)N(Cc2ccccc2)C3=O)cc1
-14.7	Cc1ccc(S(=O)(=O)N2CCN(Cc3ccccc3C(F)(F)F)CC2)cc1

Reprinted at random: five compounds from above, in no set order.
RXFP1 antag	smiles
-107.3*	CN(C)c1ccc(Cc2cc3c(O)ccc(O)c3cc(Cc3ccc(N(C)C)cc3)c2=O)cc1
-20.1	CC1(C)CCC(=O)c2ccccc21
-1.4	O=C(O)Cc1ccc(NC(=O)c2ccc3c(c2)C(=O)N(Cc2ccccc2)C3=O)cc1
-28.9	CS(=O)(=O)c1ccc(C(=O)OCC(=O)NC(=O)C2COc3ccccc3O2)cc1[N+](=O)[O-] (centres undefined)
-15.0	Cc1cccc(N2CCN(S(=O)(=O)c3ccc(Cl)nc3)CC2C)c1 (centres undefined)

Some of these compounds in order of molecular weight, descending:
RXFP1 antag	smiles
-107.3*	CN(C)c1ccc(Cc2cc3c(O)ccc(O)c3cc(Cc3ccc(N(C)C)cc3)c2=O)cc1
0.1	Clc1ccc(CNc2ncnc3[nH]ncc23)cc1Cl
-20.1	CC1(C)CCC(=O)c2ccccc21

Other compounds:
RXFP1 antag	smiles
-7.2	COc1ccccc1C(=O)COC(=O)c1cccs1
0.4	O=C(CSc1nc2ccccc2c(=O)n1CCCC(=O)N1CCCC1)NCc1ccco1
3.4	O=C(Cc1cccs1)NCCS(=O)(=O)N1CCN(c2ccccc2)CC1
5.6	COc1ccc(CC(=O)NNC(=O)COc2ccc(F)cc2)cc1S(=O)(=O)N1CCOCC1
-5.0	CSCCC(NC(=O)c1ccccc1)C(=O)NNC(=O)c1ccccc1 (centres undefined)
-9.2	C[C@@H]1CN([C@@H](C)CO)C(=O)c2cc(Br)cnc2O[C@H]1CN(C)Cc1ccc(-c2ccccc2)cc1
-0.8	Cc1cccc(N(C(=O)C(F)(F)F)C(C(=O)NC2CCCCC2)c2cccs2)c1 (centres undefined)
-1.4	O=C1NCCN1c1ccccc1
-6.6	Cc1ccc2nc3n(c(=O)c2c1)-c1ncccc1C(=O)NC3Cc1ccc(O)cc1 (centres undefined)
-2.9	CN1OC[C@@H]2CN(Cc3cc(Cl)cc(Cl)c3)[C@H](c3cccc(-c4ccc(C#N)cc4)c3)C[C@@H]21

RXFP1 antag: what is marked active above.
RXFP1 antag	smiles
-107.3*	CN(C)c1ccc(Cc2cc3c(O)ccc(O)c3cc(Cc3ccc(N(C)C)cc3)c2=O)cc1

Carrying on.
RXFP1 antag	smiles
-23.6	COc1ccccc1NCCC(=O)OCC(=O)Nc1ccccc1Cl
1.5	COc1ccc(CC(=O)OCC(=O)NC2CCCC(C)C2C)cc1OC (centres undefined)
-10.6	CC(CCc1ccccc1)NC(=O)CN1CCOc2ccccc21 (centres undefined)
-98.4*	COc1ccc(N2CCN(C(=O)CCCCCn3c(=S)[nH]c4ccc(N5CCOCC5)cc4c3=O)CC2)cc1
-15.4	COc1ccc(-n2cccc2C=O)cc1OC
-4.4	COc1ccc(NC(=O)c2cc3cc(OC)ccc3oc2=O)cc1
-4.2	O=C(COC(=O)c1ccc2ccccc2n1)Nc1ccccc1F
-5.3	O=c1[nH]c2cc([N+](=O)[O-])ccc2c2ccccc12
4.9	Cc1cn([C@H]2C[C@H](O)[C@@H](CNC(=O)[C@@H]3C[C@H](F)CN3)O2)c(=O)[nH]c1=O
1.6	O=C(COC(=O)c1cncc(Br)c1)Nc1nnc(-c2ccccc2)o1
-2.6	Cc1cc2c(Nc3ccccc3O)ncnc2s1
-25.1	CCOC(=O)/C(=C\c1ccc(N2CCC(c3ccccc3)=N2)cc1)C(C)=O
-5.9	O=C(CCc1nc2ccccc2c(=O)[nH]1)Nc1ccccc1N1CCCCC1
11.3	CC1CCN(C(=O)c2ccc(S(=O)(=O)N3CCCCCC3)cc2)CC1
1.4	Cc1ccc(-n2c(-c3ccncc3)nnc2-c2cccs2)cc1
-7.5	CCOC(=O)Cn1c(=O)c2c(nc3n2CCCCN3c2ccc(OCC)cc2)n(C)c1=O
11.9	CCOC(=O)Cc1csc(NC(=O)COC(=O)/C=C/c2ccc(OC)cc2)n1
3.9	CCn1cc(C(=O)N2CCCC(C(=O)c3cccc(C(F)(F)F)c3)C2)cn1 (centres undefined)
-20.2	O=C(COC(=O)COc1cccc(F)c1)NCC1CCCCC1
-5.8	CC(=O)Nc1ccc(OCc2cn(CC(=O)c3ccc(O)cc3)nn2)cc1
16.9	C[C@H](CO)N1C[C@H](C)[C@H](CN(C)C(=O)c2ccccc2)OCc2ccccc2-c2c(n(C)c3ccccc23)C1=O
9.8	COc1ccc2c(c1)CCC1(C)CC(=O)C=C21 (centres undefined)
-12.9	CC(C)CCNC(=O)CN(C(=O)Cn1nnc(-c2ccccc2F)n1)c1cccc2c1CCCC2
-22.3	Fc1ccccc1CSc1ncnc2c1ncn2C1CCCCO1 (centres undefined)
14.4	Cc1nnc(NCc2ccncc2)c2ccccc12
2.1	CCOC(=O)c1c(NC(=O)C2Cc3ccccc3C(=O)O2)sc2c1CCCC2 (centres undefined)
-8.2	Cc1nn(C)c(C)c1NS(=O)(=O)c1c(C)n[nH]c1C
-13.2	O=C1c2ccc3c4c(ccc(c24)C(=O)N1c1ccc2ccccc2c1)CC3
-0.3	CC1(c2ccccc2)NC(=O)N(CC(=O)N(c2ccccc2)C2CCS(=O)(=O)C2)C1=O (centres undefined)
-0.7	Cc1cc(C(=O)COC(=O)c2ccc(NC(=O)CC#N)cc2)c(C)n1CC(F)(F)F
-1.5	CC(C)Cc1cc(C(=O)O)c2ccccc2n1
0.0	Cc1cccc(NC(=O)COC(=O)CN2C(=O)c3ccccc3C2=O)c1C
-1.3	Cc1ccc(NC(=O)CSCC(=O)Nc2cc(S(=O)(=O)N3CCOCC3)ccc2OC(C)C)cc1
-13.7	O=C(Nc1cc(S(=O)(=O)N2CCCCC2)ccc1Cl)C1COc2ccccc2O1 (centres undefined)
-4.5	COc1ccc(OC)c(NC(=O)C(C#N)=Cc2ccco2)c1
-2.7	CN(C)c1ccc(C=C2SC(=S)N(Cc3ccco3)C2=O)cc1
5.5	Cc1cnc(C2OCCO2)c2cccc(N)c12
-22.4	COC(=O)c1oc2ccc(Br)cc2c1NC(=O)CN1CCN(C)CC1
-13.4	Cc1ccnn1CCC(=O)N1CCCC(Nc2ccc(C(C)C)cc2)C1 (centres undefined)
-9.0	CCCOc1cc(C)c(S(=O)(=O)NCc2cccs2)cc1C
-0.1	CC(=O)OC1(C)C=Cc2ccccc2C1=NS(=O)(=O)c1ccccc1 (centres undefined)
5.8	CS(=O)CC(O)(c1ccc(F)cc1)C1CC1 (centres undefined)
16.9	CC1CC(C)CN(C(=O)C(C)N2CCN(S(=O)(=O)c3ccccc3F)CC2)C1 (centres undefined)
-29.7	CC[N+]1(C)CCC(O)(/C=C/c2ccccc2)C(C(=O)/C=C/c2ccccc2)C1 (centres undefined)
8.2	COc1ccc(CCNS(=O)(=O)c2ccc3c(c2)CC(C)N3C(=O)C2CC2)cc1OC (centres undefined)
-2.9	Cc1ccc(CN(C)C(=O)c2cccc(S(=O)(=O)N3CCc4ccccc43)c2)cc1
-7.2	N#CC1(Nc2ccc(-c3ccc(Cl)cc3)cc2)CCCC1
-5.0	CCOc1ccccc1NC(=O)CCNC(=O)C1CCN(S(=O)(=O)c2ccccc2)CC1
-6.6	C[C@@H]1CN([C@H](C)CO)C(=O)CCCn2nncc2CO[C@@H]1CN(C)S(=O)(=O)c1ccccc1F
3.1	Cc1nn(C)c(C)c1/C=C(\C#N)S(=O)(=O)c1ccc(F)cc1

The results go on.
RXFP1 antag	smiles
4.9	CCc1ccccc1NC(=O)CNC(=O)c1ccc(S(=O)(=O)NCc2ccco2)cc1
-3.8	ClCCn1cnc2c(SCc3ccccc3)ncnc21
1.4	O=C(COC(=O)c1ccc([N+](=O)[O-])cc1)Nc1cccnc1Cl
-12.0	O=c1cc(S(=O)(=O)Cc2ccccc2)[nH]c(=O)[nH]1
-13.4	CC(=O)NCCc1ccc(C(=O)COC(=O)c2ccco2)cc1
9.3	Cc1ccc(C2(C)NC(=O)N(CC(=O)N3CC(=O)Nc4ccccc43)C2=O)cc1 (centres undefined)
10.3	Cc1ccc([C@H]2N[C@]3(CCCN(Cc4cccn4C)C3=O)[C@H]3C(=O)N(C)C(=O)[C@@H]23)cc1
-5.6	O=C(COC(=O)c1cc(=O)[nH]c(=O)[nH]1)Nc1ccccc1F
6.5	S=c1[nH]ccc2ccccc12
10.8	CCCCCCCCCCCCSCCOCCO
-8.6	CC(NC(=O)COC(=O)C1CCCCC1)c1ccccc1 (centres undefined)
-6.5	O=C(CCSC1=NCCCN1)c1ccc(F)cc1
3.8	COc1cc(C(=O)C(O)c2ccc(O)c(OC)c2)ccc1O (centres undefined)
1.1	COc1ccc(-c2nc(NC(=O)c3ccco3)sc2C)cc1
6.4	CC1(C)CC2CC(C)(CN2S(=O)(=O)c2ccccc2[N+](=O)[O-])C1 (centres undefined)
0.8	O=C(CSc1nnc(C2CC2)n1C1CC1)N1CCN(c2ccc(O)cc2)CC1
11.6	Cc1cccc(S(=O)(=O)N(C)C[C@H]2OCc3cn(nn3)CCCC(=O)N([C@H](C)CO)C[C@@H]2C)c1
10.0	CC1(CC(=O)O)SC(=O)NC1=O (centres undefined)
-3.2	Cc1ccccc1S(=O)(=O)c1c(C)cc(-c2ccccc2)[nH]c1=O
-22.5	c1ccc(CN2CCN(C3CCCSc4ccccc43)CC2)cc1 (centres undefined)
9.3	O[C@@H]1CO[C@H]2[C@@H]1OC[C@@H]2O
-2.2	O=C(c1cc2ccccc2o1)N1CCN(Cc2nc3ccccc3s2)CC1
-12.1	O=C(O)C(CCc1ccccn1)c1ccccc1 (centres undefined)
-22.4	CCOC(=O)c1ccc(S(=O)(=O)NNc2ccc(C(F)(F)F)cn2)cc1
10.4	CCOc1ccc(N=Cc2ccc([N+](=O)[O-])cc2)c(O)c1
-1.0	Cc1cc(/C=N/n2cnnc2)c(C)n1-c1ccc2ncccc2c1
-1.0	Cc1ccnc(NCc2cc(Cl)ccc2O)c1
-2.6	Cc1cc(C)c(Cn2c(=O)n(CCCC(=O)NCc3ccco3)c(=O)c3ccccc32)c(C)c1
12.1	O=C(COC(=O)c1ccc([N+](=O)[O-])o1)Nc1ccc(N2CCOCC2)cc1
-3.1	ON=C1c2ccccc2-c2ccc(F)cc21
-8.7	CCOC(=O)[C@H](CCc1ccccc1)N[C@H]1CCc2ccccc2N(CC(=O)O)C1=O
-0.9	CCCCCCn1c(SCC(=O)NC2CCS(=O)(=O)C2)nc2ccccc2c1=O (centres undefined)
-9.1	COc1cc(C(C)=O)ccc1OCC(=O)NC(=O)Nc1ccc(C)cc1C
